# MCF10A rerep – A quantitative high throughput screen for small molecules that induce DNA re-replication in MCF 10a normal breast cells. MCF 10A DNA re-replication, Hoechst nuclear intensity, 48 h. Potency, µM (titrated, usually from 46.1 µM), without a hit: at the highest dose activity, positive = re-replication, hits mostly activators. 350,000 tested, 2.9% active. AID 624296, 2012; also: % of control where 0% means no effect; nearly all actives have a fitted effect of over 50% in size
# A549 viability – Nrf2 qHTS screen for inhibitors: counterscreen for cytotoxicity | A549 ARE-Fluc cells, CellTiter-Fluor viability, 18-24 h | AID 504648, 2011 | 390,000 tested, 0.16% active | Potency, µM (titrated, usually from 46 µM), for inactives: at the top dose activity change, negative = cytotoxicity, actives largely listed as inhibitors; also: % is scaled to controls: 0 for no effect and ±100 for the full control effect
#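 Cytotoxicity counterscreen: CellTiter-Fluor fluorescence was measured in A549 ARE_Fluc cells after 18-24 h of compound exposure in a concentration series. The subsequent BugLite luminescent read reports ARE-luciferase activity.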
# S2 tox – Viability Counterscreen for Primary qHTS for Inhibitors of ATXN expression; 400,000 tested, 0.49% active; Potency, µM (top dose mostly 56.7 µM), hits mostly cytotoxic; S2 cells (HEK-293 line with an ATXN2-luciferase reporter) viability, CellTiter-Fluor protease fluorescence, 24 h; also: nearly all actives have a fitted effect of over 40% in size
# EPAC2 antag – qHTS for Antagonist of cAMP-regulated guanine nucleotide exchange factor 2 (EPAC2): primary screen; EPAC2 GEF exchange of Rap1B-BODIPY-GDP, fluorescence; Potency, µM (doses to about 114 µM), for the others: at the top dose activity, negative = inhibition, most hits filed as inhibitors; 360,000 tested, 0.18% active; AID 720708, 2013; also: % is scaled to controls: 0 for no effect and ±100 for the full control effect; nearly all actives have a fitted effect of over 45% in size; many of its hits are not listed in these tables
# Target sequence (Q8WZA2 whole entry, looked up): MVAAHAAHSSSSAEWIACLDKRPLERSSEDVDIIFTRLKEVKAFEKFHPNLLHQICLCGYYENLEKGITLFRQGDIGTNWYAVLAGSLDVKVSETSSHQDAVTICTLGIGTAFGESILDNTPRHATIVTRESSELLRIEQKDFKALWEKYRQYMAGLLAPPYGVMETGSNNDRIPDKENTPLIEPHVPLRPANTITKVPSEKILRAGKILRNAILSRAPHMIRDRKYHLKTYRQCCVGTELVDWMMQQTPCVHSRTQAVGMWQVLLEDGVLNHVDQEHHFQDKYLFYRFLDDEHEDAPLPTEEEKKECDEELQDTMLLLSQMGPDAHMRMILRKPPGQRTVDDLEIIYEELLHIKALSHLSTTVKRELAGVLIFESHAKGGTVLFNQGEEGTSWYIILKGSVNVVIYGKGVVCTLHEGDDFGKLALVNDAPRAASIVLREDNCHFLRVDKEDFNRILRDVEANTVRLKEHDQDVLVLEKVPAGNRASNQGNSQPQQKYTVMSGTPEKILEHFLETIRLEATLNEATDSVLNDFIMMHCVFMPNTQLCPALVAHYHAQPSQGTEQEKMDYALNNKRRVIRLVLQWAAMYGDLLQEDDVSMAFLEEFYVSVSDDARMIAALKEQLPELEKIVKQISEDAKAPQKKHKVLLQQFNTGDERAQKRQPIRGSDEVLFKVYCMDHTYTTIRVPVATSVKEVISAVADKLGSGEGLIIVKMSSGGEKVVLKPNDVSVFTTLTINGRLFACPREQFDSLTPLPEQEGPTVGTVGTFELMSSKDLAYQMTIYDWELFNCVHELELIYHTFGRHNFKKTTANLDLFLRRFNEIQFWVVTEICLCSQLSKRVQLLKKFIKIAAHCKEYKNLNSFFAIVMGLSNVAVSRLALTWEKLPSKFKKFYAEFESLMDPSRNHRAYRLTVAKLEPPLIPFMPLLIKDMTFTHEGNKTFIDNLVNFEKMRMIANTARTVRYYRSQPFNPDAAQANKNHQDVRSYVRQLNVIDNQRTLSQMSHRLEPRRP
# Nrf2 activator – qHTS of Nrf2 Activators; 410,000 tested, 0.31% active; AREc32 ARE-luciferase reporter (MCF7-derived line), luminescence, 24 h; Potency, µM (top dose mostly 46.1 µM), inactives show top-dose activation, hits mostly activators; also: % of control where 0% means no effect; nearly all actives have a fitted effect of over 65% in size
#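 For detection, Steady-Glo was added and plates sat 30 min at RT; before that, AREc32_Fluc cells grown overnight in OPTI-MEM/5% FBS had been treated with 23 nL compound for 24 hr at 37 deg C.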
# Nrf2 inh – Nrf2 qHTS screen for inhibitors | A549 ARE-Fluc reporter, luciferase luminescence, 18-24 h | Potency, µM (highest dose often 46 µM), without a hit: top-dose activity change, negative = inhibition, actives largely listed as inhibitors | 360,000 tested, 2.1% active | AID 504444, 2011; also: % is scaled to controls: 0 for no effect and ±100 for the full control effect; nearly all actives have a fitted effect of over 60% in size
#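 Reporter: ARE-Fluc in A549. Exposure: 18-24 h, 37 °C, 5% CO2, 5% FBS OPTI-MEM. Readouts: fluorescent cytotoxicity (CellTiter-Fluor), then luminescent Nrf2 signal after BugLite.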
# HepG2 tox – qHTS for Inhibitors of TGF-b: Cytotox Counterscreen; HepG2 CAGA-GFP viability, ATP luminescence, 18 h; Potency, µM (highest dose often 46.1 µM), inactives show top-dose activity change, negative = cytotoxicity, hits mostly cytotoxic; 410,000 tested, 0.76% active; also: some results filed as inactive show a strong effect at the top dose
#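 HepG2 CAGA-GFP cells (1000/well, DMEM with 1% FBS) received compound, then TGF-beta at 500 pg/mL final, and were incubated 18 hours at 37 degrees C. Viability was read by CellTiter-Glo luminescence. Media-only wells were set as complete cell-killing and DMSO as no toxicity.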
# ATXN2 expr inh – Primary qHTS for Inhibitors of ATXN expression; HEK-293 ATXN2-luciferase reporter, luminescence, 24 h; Potency, µM (top dose mostly 57 µM), for inactives: at the highest dose activity change, negative = inhibition, actives largely listed as inhibitors; 360,000 tested, 0.72% active; AID 1745845, 2022; also: % is scaled to controls: 0 for no effect and ±100 for the full control effect; nearly all actives have a fitted effect of over 55% in size
#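 qHTS (up to 57 uM final) was run with 24 h compound exposure of reporter cells at 37 °C. Each well was multiplexed: SteadyGlo luminescence measured ATXN2-luciferase expression after a fluorogenic Gly-Phe-AFC viability readout (25 uM final).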
# TGFb SMAD3 inh – qHTS for Inhibitors of TGF-b | HepG2 CAGA-GFP TGF-b/SMAD3 reporter, GFP fluorescence, 18 h; TGF-beta stimulated, 500 pg/mL final | Potency, µM (titrated, usually from 46.1 µM), inactives show top-dose activity, negative = inhibition, usual class: inhibitors | 410,000 tested, 1.2% active | AID 588855, 2011; also: % is scaled to controls: 0 for no effect and ±100 for the full control effect; nearly all actives have a fitted effect of over 65% in size
#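 Cell-based qHTS in HEPG2 carrying a CAGA-GFP Smad reporter; compounds added before 500 pg/mL final TGF-beta, 18 h incubation at 37 degrees C, GFP fluorescence quantified per cell by imaging cytometry.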
# * = called active by the depositor; i = inactive; ? = inconclusive; . = not tested or not shown; & = joins results of further samples; [ ] = dose if it differs, or a comment. Calls follow the shape of the dose curve; as a rule, active = well fitted curve in the direction sought with a large enough effect; inconclusive = small, poorly fitted or top-dose-only effect, or another doubt; inactive = no such curve, though single readings can be large; an effect the other way counts as inactive or inconclusive. Potency is read from the fitted curve at half-maximal effect.
# The first 7 entries, to show the layout:
SMILES,MCF10A rerep,A549 viability,S2 tox,EPAC2 antag,Nrf2 activator,Nrf2 inh,HepG2 tox,ATXN2 expr inh,TGFb SMAD3 inh
Cn1c(CCN2CCOCC2)nc2cc(NC(=O)COc3ccc([N+](=O)[O-])cc3)ccc21,8.9%,-2.1%,i,1.9%,2.1%,-19.7%,1.8%,-4.7%,-1.0%
C/C(Cn1nnc2ccccc21)=N\NC(=O)c1ccc(Br)cc1,-2.4%,-0.2%,i,1.3%,0.1%,?,8.1%,-34.2%[11.3 µM],-7.7%
Cc1cccc(N(CC(=O)NCCSc2ccc(Cl)cc2)S(C)(=O)=O)c1C,.,10.1%,i,.,1.0%,-20.5%,-8.5%,-17.6%,0.0%
CCN(CC)CCCNc1ncnc2scc(-c3ccc(F)cc3)c12,?,6.2%,i,11.9%,0.0%,17.3%,5.6%,-5.3%,-0.6%
C=CCOC(=O)C1=C(C)OC(N)=C(C#N)C1c1ccoc1 (configuration not stated),0.6%,-1.9%,i,17.3%,3.0%,10.0%,-2.9%,9.5%,65.2%[activator]
CC(C)[C@H](NC(=O)C1CCCC1)c1nc2ccccc2[nH]1,9.2µM*,12.9%,i,0.8%,-0.1%,11.5%,0.6%,?,-3.8%
CC(C)C[C@H](NC(=O)c1[nH]cnc1C(=O)N[C@@H](C)c1ccccc1)C(=O)OCc1ccccc1,?,?,.,-18.7%,-4.0%,?,-53.9%,?,?

# Results, from the start:
SMILES,MCF10A rerep,A549 viability,S2 tox,EPAC2 antag,Nrf2 activator,Nrf2 inh,HepG2 tox,ATXN2 expr inh,TGFb SMAD3 inh
Cn1c(CCN2CCOCC2)nc2cc(NC(=O)COc3ccc([N+](=O)[O-])cc3)ccc21,8.9%,-2.1%,i,1.9%,2.1%,-19.7%,1.8%,-4.7%,-1.0%
C/C(Cn1nnc2ccccc21)=N\NC(=O)c1ccc(Br)cc1,-2.4%,-0.2%,i,1.3%,0.1%,?,8.1%,-34.2%[11.3 µM],-7.7%
Cc1cccc(N(CC(=O)NCCSc2ccc(Cl)cc2)S(C)(=O)=O)c1C,.,10.1%,i,.,1.0%,-20.5%,-8.5%,-17.6%,0.0%
CCN(CC)CCCNc1ncnc2scc(-c3ccc(F)cc3)c12,?,6.2%,i,11.9%,0.0%,17.3%,5.6%,-5.3%,-0.6%
C=CCOC(=O)C1=C(C)OC(N)=C(C#N)C1c1ccoc1 (configuration not stated),0.6%,-1.9%,i,17.3%,3.0%,10.0%,-2.9%,9.5%,65.2%[activator]
CC(C)[C@H](NC(=O)C1CCCC1)c1nc2ccccc2[nH]1,9.2µM*,12.9%,i,0.8%,-0.1%,11.5%,0.6%,?,-3.8%
CC(C)C[C@H](NC(=O)c1[nH]cnc1C(=O)N[C@@H](C)c1ccccc1)C(=O)OCc1ccccc1,?,?,.,-18.7%,-4.0%,?,-53.9%,?,?
CC1C(=O)N2CCCc3cc(NC(=O)C(=O)NCCc4ccccc4)cc1c32 (configuration not stated),11.5%,0.1%,i,-27.4%,6.3%,?,2.3%,28.1%,14.8%
COc1ccc(C2c3cc(OC)c(OC)cc3CC(=O)N2c2cccc(C#N)c2)cc1 (configuration not stated),.,-0.6%,i,.,5.4%,6.9%,-20.3%,-2.7%,3.8%
Cc1ccc(CCNC(=O)C2CCN(C(=O)N(C)C)CC2)cc1,-1.0%,-3.0%,i,8.4%,-0.7%,5.9%,2.8%,4.2%,19.6%
COCc1cc(N2CCOCC2)nc(-c2ccccc2)n1,?,8.1%,i,6.6%,0.3%,-7.3%,-12.2%,-15.7%,-8.6%
O=C(N/N=C/c1ccco1)c1cc(-c2ccc(Cl)cc2)n[nH]1,?,-2.6%,i,-26.7%,0.8%,-16.9%,-0.4%,-15.3%,5.8%
CCN1CCN(CCCOc2ccccc2-c2ccccc2)CC1,?,-5.1%,i,-4.5%,-1.4%,1.5%,-2.7%,.,-0.8%
CC(=O)N/C(=C/c1ccc(OS(=O)(=O)c2ccc(C)cc2)cc1)C(=O)Nc1ccc(C(=O)O)cc1,-4.1%,4.4%,i,-10.6%,-1.0%,7.9%,5.5%,-20.7%,8.7%
COc1ccc(CN=CC2=C(O)CNC2=O)cc1OC,-3.0%,1.3%,i,-3.8%,1.6%,.,-5.6%,-2.1%,1.9%
O=C(CSCc1ccc(F)cc1)NCc1ccc(F)cc1,0.8%,-0.3%&14.0%,i,2.7%,2.4%&0.8%,?,-15.1%&-20.9%,-5.2%,10.8%&-2.6%
CC1=C(C(=O)OC(C)C)C(c2ccc(F)cc2)NC(=O)N1 (configuration not stated),15.6%,11.8%,i,-3.5%,0.2%,?,16.1%,-5.5%,10.1%
CCOC(=O)/C(C#N)=C\c1c(OCC)n(CC)c2ccccc12,15.7%,?,i,2.2%,2.1%,?,14.7%,-24.5%,0.0%
O=C(COc1ccc(Cl)cc1)N1CCN(c2cccc(C(F)(F)F)c2)CC1,18.1%,-0.1%,i,-8.1%,3.0%,?,-51.3%,-24.6%,?
O=C(c1ccc2c(=O)n(Cc3ccc4c(c3)OCO4)c(=O)[nH]c2c1)N1CCN(c2ccccc2)CC1,-0.5%,8.7%,i,-0.7%,-0.1%,7.3%,5.5%,1.5%,-1.0%
CCOc1ccc(OCC)c(-c2c(=O)n(OCc3ccc(C(C)(C)C)cc3)c3ccccc3[n+]2[O-])c1,15.0%,-13.8%,?,-3.4%,-0.8%,?,-1.2%,1.8%,2.1%
Cc1cc(C)c2oc(-c3cc(NC(=O)Cc4ccccc4)ccc3Cl)nc2c1,.,6.5%,i,.,-0.4%,-2.2%,-39.1%,-13.7%,?
c1ccc(OCCCc2nc(-c3ccccn3)no2)cc1,-22.8%,-3.8%,i,-2.8%,0.6%,3.3%,4.6%,32.7%[activator],1.7%
CCN(C(=O)c1cccc(Br)c1)c1ccccc1,2.2%,-9.3%,i,?,-0.1%,-26.3%,-5.2%,-11.7%[11.3 µM],-7.0%
CCc1ccc(O)c(N=Cc2cccc(C)c2O)c1,?,-11.9%,i,-4.6%,?,-18.0%,-44.2%,2.0%,?
COc1ccc(C2=NC(C)(C)Cc3cc(OC)c(OC)cc32)cc1OC,?,-12.3%,i,-0.4%,2.1%,3.2%,0.2%,9.4%,1.7%
O=C(NCCc1ccc(C(F)(F)F)cc1)C1CCC(=O)N(CCCN2CCCC2=O)C1 (configuration not stated),-5.6%,8.7%,i,7.2%,-0.7%,3.5%,-52.9%,9.0%,-1.4%
Cc1ccccc1CC1(CO)CCCN(C(=O)c2cccc(Cl)c2)C1 (configuration not stated),7.5%,10.4%,i,-12.0%,-0.1%,-27.7%,-22.2%,.,-7.6%
CCOC(=O)C1(CC/C(C)=N\NC(N)=O)CC(C)OC1=O (configuration not stated),-2.0%,-8.5%,i,10.3%,0.1%,-2.3%,38.4%,-0.8%,1.0%
COc1ccc(-c2c(C)nn3c(-c4ccccc4)cc(-c4ccccc4)nc23)cc1OC,.,-2.3%,i,.,1.0%,?,-4.0%,2.5%,31.9%[activator]
COc1ccc(CCNC(=O)C(=O)NCC2OCCN2S(=O)(=O)c2ccc(Cl)cc2)cc1OC (configuration not stated),12.2%,-6.1%,i,10.5%,-1.2%,?,-10.3%,-29.0%,-24.5%
Cc1nnc(SCC(=O)N2c3ccccc3C(C)(c3ccccc3)CC2(C)C)s1 (configuration not stated),?,?,?,-10.9%,4.0%,23.1µM*,4.8%,?,?
Cc1nn(CC#N)c(=O)n1-c1ccccc1F,0.3%,-7.0%,i,-6.6%,-0.3%,4.9%,0.5%,1.3%,0.2%
COc1cccc(NC(=O)Cn2c(CCC(=O)O)ccc2-c2cccs2)c1,-1.0%,0.3%,i,?,1.5%,-24.5%,-0.4%,5.1%,-8.3%
CC(C)Oc1ccc2c(=O)c(-c3ccccc3)coc2c1,-0.7%&-0.1%,-10.4%,i,-15.6%,1.1%,?,-21.5%,51.2%&13.9%&110.6%&70.9%[activator],-0.1%
COc1ccc(CCNC(=O)/C=C/c2ccco2)cc1OC,3.0%,0.8%,i,0.7%,5.1%,11.3%,10.2%,-7.6%,-3.9%
Cc1ccc(NC(=O)c2nc[nH]c2C(=O)NCc2ccccc2)cc1,7.5%,-3.5%,i,1.8%,-1.8%,?,-30.4%,-20.8%,-18.6%
O=c1cc(-c2ccccc2)c2c(O)cc(O)cc2o1,0.0%,1.3%,.,-2.5%,0.0%,-2.7%,17.5%,.,22.3%
Cc1ccc(OCC(=O)N2CCC3(CC2)CC(=O)c2ccccc2O3)cc1,17.7%,2.2%,i,14.3%,-0.7%,-9.1%,-1.0%,14.1%,-17.5%
COc1ccc(/C=N/NC(=S)SC)cc1OC,-7.5%,4.3%,i,-6.2%,?,-10.0%,-18.4%,4.0%,?
N#CC1=C(N)OC2=C(CCc3ccccc32)C1c1ccccc1Cl (configuration not stated),2.91µM*,?,i,-2.3%,3.1%,-1.0%,-102.3%,-36.1%,0.0%
CN1c2ccccc2C(C)(C)C12CC(c1ccc(S(=O)(=O)N3CCCCC3)cc1)=NO2 (configuration not stated),-6.0%,4.0%,i,-0.8%,-2.0%,15.4%,-8.7%,.,-0.6%

# An excerpt. The share of hits here may be higher or lower than overall.
